Screens deposited in PubChem BioAssay by several laboratories.
GalR3 antagonist: blocks the human galanin receptor 3. O60755. HEK293 GalR3-CNG cAMP membrane potential fluorescence; galR3 body fused to GalR1 C-terminus. inhibition, % at 3 µM. 360,000 compounds, 0.44% hits. AID 651719;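 active = inhibition above the screen-wide average plus 3 SD, cut at about 13% in these data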;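 note: forskolin and galanin both at EC90 stimulate the cells; cAMP rise reported by CNG channel membrane potential dye signal; 0% = forskolin plus galanin with DMSO and 100% = forskolin alone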
Target sequence (O60755 1-299 limits assumed): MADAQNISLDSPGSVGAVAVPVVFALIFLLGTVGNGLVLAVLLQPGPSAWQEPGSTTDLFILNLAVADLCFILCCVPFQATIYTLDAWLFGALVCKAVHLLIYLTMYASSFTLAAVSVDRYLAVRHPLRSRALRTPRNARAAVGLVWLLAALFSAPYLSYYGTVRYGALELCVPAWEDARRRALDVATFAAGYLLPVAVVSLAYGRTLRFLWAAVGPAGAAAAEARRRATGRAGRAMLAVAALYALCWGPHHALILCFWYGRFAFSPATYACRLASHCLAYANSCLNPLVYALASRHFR
FID counter: fluorescent intercalator displacement, NS3 helicase counter-screen; inhibition, % at 7.9 µM; DNA fluorescent intercalator displacement, fluorescence; 290,000 compounds, 0.17% hits; in the data active = inhibition above about 37%;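 note: 0% = vehicle and 100% = reference compound; higher means more ethidium bromide displaced from hairpin DNA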
NS3 helicase inh: HCV NS3 helicase inhibition. NS3 helicase DNA unwinding, Cy5 molecular beacon fluorescence. inhibition, % at 10.9 µM. 290,000 compounds, 0.56% hits;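 active = inhibition above the mean of all tested compounds plus 3 SD, set per campaign, cut at about 35% in these data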;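 note: 0% = DMSO wells and 100% = thioflavine S control wells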
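test system = hepatitis C virus NS3 helicase domain fragment enzyme | reagent = annealed dual-labelled DNA beacon duplex, ATP-started | times = 1 h at 25 °C | detection = Cy5 fluorescence, 0 and 60 min reads | read-out basis = percent inhibition from t60/t0 fluorescence ratio | control set = DMSO and thioflavine S | replication = one well per compound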
IMP-1 inhibitor: blocks Pseudomonas aeruginosa IMP-1 metallo-beta-lactamase; purified IMP-1, nitrocefin hydrolysis, epi-absorbance fluorescence; inhibition, % at 5.6 µM; 290,000 compounds, 0.45% hits; AID 1556;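 active = inhibition above the mean plus 3 SD of all compounds in the same screening run, cut at about 4.5% in these data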;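 note: 0% = IMP-1 with DMSO and 100% = DMSO wells lacking enzyme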
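system = purified recombinant IMP-1 beta-lactamase | amount = 0.2 nM IMP-1, as dispensed | medium = HEPES buffer pH 7.1 with ZnSO4 and Brij 35 | times = 25 °C, 15 min preincubation, 25 min reaction | detection = plate fluorescence quenching by hydrolysis product, ex 480/em 530 nm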
OXTR ag: activates the human oxytocin receptor; CHO-OTR cells, Fluo-8 calcium fluorescence; normalized: DMSO 0%, oxytocin 100%; AID 2435; 320,000 compounds, 0.32% hits; activation, % at 3 µM; P30559;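 active = activation above the mean of all tested compounds plus 3 SD, cutoff set per screening run, cut at about 20% in these data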;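 note: peak over basal fluorescence ratio from a 100 s FLIPR kinetic read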
Target sequence (P30559 whole entry, looked up): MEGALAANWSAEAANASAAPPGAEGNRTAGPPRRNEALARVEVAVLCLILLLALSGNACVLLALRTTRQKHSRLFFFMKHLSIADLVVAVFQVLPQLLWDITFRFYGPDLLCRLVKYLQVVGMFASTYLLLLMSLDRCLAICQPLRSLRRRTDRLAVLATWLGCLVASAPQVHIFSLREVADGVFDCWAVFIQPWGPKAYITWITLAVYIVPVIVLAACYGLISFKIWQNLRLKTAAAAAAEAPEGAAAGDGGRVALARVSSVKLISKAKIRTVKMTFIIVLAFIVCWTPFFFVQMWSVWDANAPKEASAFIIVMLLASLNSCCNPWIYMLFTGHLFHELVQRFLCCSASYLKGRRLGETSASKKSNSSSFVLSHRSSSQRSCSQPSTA
VIM-2 inhibitor: inhibitors of Pseudomonas aeruginosa VIM-2 metallo-beta-lactamase; 290,000 compounds, 0.89% hits; purified VIM-2, nitrocefin hydrolysis, epi-absorbance fluorescence; inhibition, % at 5.6 µM;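 active = inhibition above the mean of all tested compounds plus 3 SD, cutoff set per screening run, cut at about 7.5% in these data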;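 note: red hydrolysis product quenches plate fluorescence so inhibitors raise well fluorescence; 0% = enzyme with DMSO and 100% = DMSO without enzyme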
V1R ag counter: counter-screen for oxytocin receptor agonists: human V1a receptor agonists; activation, % at 3 µM; AID 2797; 320,000 compounds, 0.25% hits; CHO-V1R cells, Fluo-8 calcium fluorescence, agonist mode; 0% DMSO, 100% 3 nM vasopressin;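 active = activation above the mean activation of all tested compounds plus 3 SD, per screening run, cut at about 20% in these data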;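 note: signal is peak over basal fluorescence ratio across a 100 second FLIPR read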
GPR7 antagonist: antagonists of human GPR7 (neuropeptides B/W receptor 1). GPR7-expressing cells, fluorescence antagonist assay. 290,000 compounds, 1.1% hits. inhibition, % at 4.4 µM. P48145; in the data active = inhibition above about 16%, passing the limit was not always enough;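 note: cells stimulated with the agonist NPW; 0% = agonist with vehicle and 100% = vehicle without agonist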
Target sequence (P48145 whole entry, looked up): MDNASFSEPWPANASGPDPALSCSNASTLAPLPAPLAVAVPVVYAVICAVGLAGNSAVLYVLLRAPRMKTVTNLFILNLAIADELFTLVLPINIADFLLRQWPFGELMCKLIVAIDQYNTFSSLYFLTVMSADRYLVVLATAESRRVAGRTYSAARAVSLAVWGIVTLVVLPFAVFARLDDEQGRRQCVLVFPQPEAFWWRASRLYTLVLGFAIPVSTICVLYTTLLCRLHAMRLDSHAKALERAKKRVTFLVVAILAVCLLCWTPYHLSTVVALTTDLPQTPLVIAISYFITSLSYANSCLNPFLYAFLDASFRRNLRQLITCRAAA
PHOSPHO1 inh: blocks human PHOSPHO1 phosphatase activity | Q8TCT1 | recombinant PHOSPHO1, absorbance phosphatase assay | inhibition, % at 13.3 µM | 290,000 compounds, 1.1% hits | AID 1565; in the data active = inhibition above about 60%
An asterisk follows results filed as active; x = not tested or not shown.

Sequence of screens – IMP-1 inhibitor	GPR7 antagonist	V1R ag counter	GalR3 antagonist	NS3 helicase inh	VIM-2 inhibitor	FID counter	OXTR ag	PHOSPHO1 inh
> COc1ccc(C2NC(=O)c3ccccc3N2)cc1OC (stereo unspecified)
    -3.9	-6	0.8	7	5	-2.3	1	1.4	2
> COc1ccc(Nc2ncc3c(n2)CC(c2ccc(C)cc2)CC3=O)cc1 (stereo unspecified)
    -2.5	6	0.0	-4	-8	-4.1	-6	-0.4	41
> Cc1ccc(/C=N/Nc2ccc(C(=O)O)cc2)o1
    -3.5	-7	-0.1	-6	-3	-3.1	-4	0.5	1
> Fc1ccccc1Cc1ccc(Cl)nn1
    -0.7	-6	0.3	-2	-5	0.2	-3	0.2	34
> CCOC(=O)C(N)CSC1CC(=O)N(c2ccc(OC)cc2)C1=O (stereo unspecified)
    -1.7	-12	0.4	-9	-26	-0.8	-2	0.1	x
> Cc1cc(NC(=O)Nc2cc(F)ccc2C)n(C)n1
    -1.7	-14	1.2	x	0	-3.4	1	0.6	x
> COc1ccc(CNC(=O)c2ccncc2)cc1
    -1.5	-11	4.3	-2	-1	-1.3	0	-0.2	2
> CCN(CC)C(=O)Cn1nnc(-c2ccc(C)o2)n1
    -2.8	-3	-0.2	-4	-7	-2.0	-7	1.8	-10
> CCOC(=O)N1CCN(c2nc(-c3ccc(F)cc3)cs2)CC1
    -5.3	-6	3.0	-8	2	-5.8	-21	0.7	6
> CC(C)CCN1CC(C(=O)NCCC2=CCCCC2)CC1=O (stereo unspecified)
    -1.6	6	-0.4	2	7	-0.2	-17	-0.5	4
> COC(=O)c1ccc(CC(=O)c2nc3ccccc3s2)cc1
    -3.7	3	0.7	-2	2	-4.0	-24	-1.6	-12
> CCn1cc(C(=O)Nc2cccc(C)c2)c(=O)c2ccc(C)nc21
    -3.8	-4	0.1	x	5	-2.2	0	0.0	28
> Cc1ccc(C2CC(=O)NC(SCCC(C)C)=C2C#N)cc1 (stereo unspecified)
    -1.1	10	-1.0	0	-7	-0.8	-14	-0.9	-5
> CCC(C)N=C1CC(C)(C)CC(=O)/C1=C(/O)Cc1ccccc1 (stereo unspecified)
    -1.5	5	0.4	-3	-6	0.4	-18	-0.8	3
> Cc1ccc(/C(O)=C2\C(=O)C(=O)N(c3cc(C)on3)C2c2cccc(Br)c2)cc1 (stereo unspecified)
    -2.4	4	0.1	1	23	-0.4	-32	-0.1	46
> O=C1OCc2cc(NC(=O)C34CC5CC(CC(C5)C3)C4)ccc21
    1.4	21	0.4	-5	11	2.0	-6	-0.6	-4
> C/C(=N\NC(=O)c1cccc(S(=O)(=O)Nc2ccccc2Cl)c1)c1ccco1
    -1.1	-4	1.4	-4	-2	-2.5	-11	-1.6	7
> O=C(Nc1ccccc1N1CCOCC1)c1ccc([N+](=O)[O-])cc1
    -1.0	-17	-0.1	-4	5	-0.3	3	0.3	30
> O=S(=O)(NC1CCCCC1N1CCN(c2ccc(F)cc2)CC1)c1ccc(Cl)cc1 (stereo unspecified)
    0.2	-12	2.5	x	-30	2.2	22	-2.5	27
> Cc1ccccc1NC(C)C(=O)N/N=C/c1c[nH]c2ccccc12 (stereo unspecified)
    -2.1	-11	0.2	-6	1	-3.6	4	2.1	40

The list goes on.
Sequence of screens – IMP-1 inhibitor	GPR7 antagonist	V1R ag counter	GalR3 antagonist	NS3 helicase inh	VIM-2 inhibitor	FID counter	OXTR ag	PHOSPHO1 inh
> O=C(COC(=O)Cc1ccc(S(=O)(=O)N2CCOCC2)s1)Nc1ccc2c(c1)OCO2
    -1.4	5	1.9	-4	10	-1.3	-7	2.3	-3
> CCc1ccc(NC(=O)CSc2nc(CSc3ccc(C)cc3)cc(=O)[nH]2)cc1
    -5.3	-10	0.2	6	15	-2.3	-14	-0.5	12
> CCn1ccc(C(=O)NCc2ccc3c(c2)OCO3)n1
    -1.8	-9	0.0	-1	0	-1.9	-8	1.0	38
> Cc1ccc(S(=O)(=O)NCCN2CCOCC2)s1
    -3.6	-17	-0.7	-6	2	-2.8	-4	0.4	33
> O=C(NC(=S)NCCC1=CCCCC1)c1cccnc1
    -2.2	-5	0.1	5	4	-5.9	1	-2.7	33
> COc1cc2c(cc1OC)CN(C(=O)c1cc(S(=O)(=O)N3CCOCC3)c(Cl)cc1Cl)CC2
    -4.5	-21	4.2	-4	-6	-2.5	-56	2.8	22
> Cc1ccc(CN2CCN(/N=C/c3ccc(O)c(O)c3)CC2)cc1
    -5.1	-3	0.7	1	5	-3.3	-4	0.3	24
> Cc1onc(-c2c(F)cccc2Cl)c1C(=O)c1ccccc1
    -0.4	-19	-0.2	-7	-8	-2.9	-12	-0.7	42
> C=CCNC(=O)COc1ccc(S(=O)(=O)Nc2ccc(OCC)cc2)cc1
    -2.0	-6	6.0	-2	-5	0.4	-10	9.3	5
> COC(=O)c1ccccc1NC(=O)/C=N/O
    -0.7	-1	0.0	-6	9	0.4	-1	0.1	1
> Cc1ccc(/C=N/NC(=O)CN(Cc2ccccc2)S(=O)(=O)c2ccc3c(c2)OCCO3)cc1
    -2.4	1	0.2	-2	-10	-1.5	-16	-0.5	-24
> COc1cc(OC)c2c(C)c(Cl)c(=O)oc2c1
    -1.9	-2	-0.9	3	1	2.3	-4	-1.2	4
> CCOc1ccc(NS(=O)(=O)c2ccc(C(=O)NCC3(N4CCCCC4)CCCCC3)cc2)cc1
    -2.4	58*	25*	2	-63	-1.8	21	36*	3
> CCN1C(=O)/C(=C\c2ccncc2)SC1=Nc1ccc(C)c(C)c1
    -0.9	5	-0.1	-8	8	0.3	0	-2.3	-24
> COc1ccc2c(c1OC)C(=O)N1N=C(c3ccc(Br)cc3)CC21 (stereo unspecified)
    -3.6	-2	3.7	x	11	-2.2	-7	0.1	-6
> Nc1cccc(Nc2ncnc3ccccc23)c1
    -0.8	-15	0.6	4	3	0.0	-14	0.0	8
> O=C(C1=C[C@H](c2ccccc2)C[C@H](OCc2ccc(CO)cc2)O1)N1CCN(Cc2ccc3c(c2)OCO3)CC1
    -1.8	-7	0.9	-2	-23	-3.3	-24	0.2	28
> O=S(=O)(c1cnccc1N1CCN(/N=C/c2ccccc2)CC1)N1CCCCC1
    -1.0	2	0.9	-2	-8	-1.2	-5	0.0	23
> Cc1ccc2c(c1)N(CCCC(=O)NCCCN1CCCCC1)C(=O)CO2
    -1.9	3	0.4	x	1	-3.0	-1	-0.6	12
> CCC(C)Oc1nc2ccccc2nc1NS(=O)(=O)c1ccccc1 (stereo unspecified)
    -0.9	-10	0.2	-5	7	-2.9	-8	0.3	17

Of the compounds above, six contain a Cl atom:
Sequence of screens – IMP-1 inhibitor	GPR7 antagonist	V1R ag counter	GalR3 antagonist	NS3 helicase inh	VIM-2 inhibitor	FID counter	OXTR ag	PHOSPHO1 inh
> Fc1ccccc1Cc1ccc(Cl)nn1
    -0.7	-6	0.3	-2	-5	0.2	-3	0.2	34
> C/C(=N\NC(=O)c1cccc(S(=O)(=O)Nc2ccccc2Cl)c1)c1ccco1
    -1.1	-4	1.4	-4	-2	-2.5	-11	-1.6	7
> O=S(=O)(NC1CCCCC1N1CCN(c2ccc(F)cc2)CC1)c1ccc(Cl)cc1 (stereo unspecified)
    0.2	-12	2.5	x	-30	2.2	22	-2.5	27
> COc1cc2c(cc1OC)CN(C(=O)c1cc(S(=O)(=O)N3CCOCC3)c(Cl)cc1Cl)CC2
    -4.5	-21	4.2	-4	-6	-2.5	-56	2.8	22
> Cc1onc(-c2c(F)cccc2Cl)c1C(=O)c1ccccc1
    -0.4	-19	-0.2	-7	-8	-2.9	-12	-0.7	42
> COc1cc(OC)c2c(C)c(Cl)c(=O)oc2c1
    -1.9	-2	-0.9	3	1	2.3	-4	-1.2	4

The list continues:
Sequence of screens – IMP-1 inhibitor	GPR7 antagonist	V1R ag counter	GalR3 antagonist	NS3 helicase inh	VIM-2 inhibitor	FID counter	OXTR ag	PHOSPHO1 inh
> CCCCNC(=S)NNC(=O)c1cc(-c2cccnc2)nc2ccccc12
    -1.6	-20	1.9	-4	12	-2.8	-30	-0.3	5
> c1ccc(-c2nc(NCCCn3ccnc3)c3ccccc3n2)cc1
    -2.8	-3	0.8	-6	25	22*	66*	4.2	32
> O=C(NNC(=O)C12CC3CC(CC(C3)C1)C2)c1cnccn1
    -1.9	-3	2.0	-6	8	0.3	-1	0.1	-1
> Cc1onc(-c2ccccc2)c1C(=O)Nc1sc2c(c1C#N)CCC(C)C2 (stereo unspecified)
    -2.0	4	0.9	-2	-13	-2.2	-14	1.7	26
> COC(=O)c1cccc(-n2c(CCC(=O)O)ccc2-c2cccs2)c1
    3.1	-14	1.5	-5	7	3.6	-11	1.4	32
> O=C1CNC(=S)N1CCc1ccc(O)c(O)c1
    -4.9	-6	4.4	-1	16	-2.2	-6	-0.2	27
> Clc1ccc(-c2cc(-c3nnc4n3CCCCC4)c3ccccc3n2)cc1
    -2.0	-9	-1.2	4	-7	-5.0	-22	-1.5	-24
> Cc1cc(C(=O)COC(=O)c2ccc[nH]c2=O)c(C)n1-c1ccc(F)cc1
    -2.1	-13	-0.1	-4	9	-0.8	-12	-0.3	-24
> C#CCNC(=O)C1=C[C@H](c2coc3ccccc3c2=O)[C@@H](CCCO)[C@H](OCC)O1
    -2.3	-13	-0.2	-5	6	1.1	-14	-0.6	36
> CNc1cc(N2CCCC2)ccc1[N+](=O)[O-]
    -2.5	-13	-0.2	-6	9	-0.4	5	-1.6	32
> COc1ccc([N+](=O)[O-])cc1NC(=O)COC(C)=O
    -0.5	-12	-0.4	8	-1	-1.4	0	0.9	65*
> Cc1cccc(NC(=O)C2Cc3ccccc3CN2C(=O)OCc2ccccc2)c1C (stereo unspecified)
    -3.9	-1	-0.9	-4	-5	-3.5	-39	-1.8	-7
> COc1ccc(-c2nnn(CC#N)n2)cc1OC
    -1.0	-15	0.8	4	-4	-0.4	-3	-1.2	-7
> Cc1ccc(Cc2nc(-c3cccc(C)c3)no2)cc1
    -3.3	9	-0.4	-1	11	-5.4	0	-1.0	-6
> CC(C)Oc1ccccc1-c1cc(C(=O)N/N=C/c2cccnc2)c2ccccc2n1
    -2.9	-24	0.5	-3	-4	-3.8	-34	1.1	12

Limited to NS3 helicase inh, PHOSPHO1 inh and V1R ag counter, for some of the entries so far:
SMILES | NS3 helicase inh | PHOSPHO1 inh | V1R ag counter
COc1ccc(-c2nnn(CC#N)n2)cc1OC | -4 | -7 | 0.8
Cc1ccc(Cc2nc(-c3cccc(C)c3)no2)cc1 | 11 | -6 | -0.4
